thrombin 1536: human alpha-thrombin inhibitors, primary screen, counter-screen for coagulation protease inhibitor project, biochemical, 1536-well, fluorogenic AMC substrate; Prothrombin (Homo sapiens), P00734; Boc-VPR-AMC fluorogenic substrate cleavage; inhibition, % at 5 µM; 220,000 compounds, 0.26% hits; AID 1046, 2008;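 active = inhibition at or above 40%; inactive = inhibition below 40%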;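 note: 0% = enzyme with no compound and 100% = wells without enzyme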
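Assay system: human alpha-thrombin enzyme. Reagent: Boc-VPR-AMC substrate, 15 µM final. Compound dosing: one concentration per compound, 5 µM, with 0.2% DMSO. Incubation: room-temperature reaction. Technique: AMC fluorescence, 355/460 nm. Measure: % inhibition relative to enzyme controls and enzyme-free blanks.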
zVAD death inh: inhibitors of zVAD-triggered necroptosis, primary screen, L929 cells | L929 zVAD necroptosis rescue, ATP luminescence, 24 h; with zVAD 60 µM | viability rescue, % at 10 µM | 220,000 compounds, 0.38% hits;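 active = activation, scaled between plate controls, above about 75%, limit read from the data; inactive = activation under that limit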;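 note: 0% = zVAD with DMSO and 100% = DMSO alone without zVAD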
Hck-Nef inh: inhibitors of Nef-activated human Hck kinase, primary screen, biochemical, Z-Lyte FRET, 384-well, Hck-YEEI; Tyrosine-protein kinase HCK (Homo sapiens), P08631; Recombinant Hck-YEEI plus Nef, Z-Lyte FRET kinase assay; inhibition, % at 20 µM; 220,000 compounds, 0.68% hits;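 active = Hck-Nef kinase inhibition above about 50%, limit read from the data; inactive = inhibition below that limit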;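 note: 0% = DMSO with Hck plus Nef and 100% = Hck alone without Nef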
FXIa inh 1536: human FXIa protease inhibitors, primary screen, biochemical, 1536-well; Coagulation factor XI (Homo sapiens), P03951; purified FXIa, Boc-Glu-Ala-Arg-AMC fluorogenic substrate; inhibition, % at 5 µM; 220,000 compounds, 0.14% hits; AID 798, 2007;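 active = inhibition of at least 40%; inactive = inhibition below 40%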;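 note: fluorescence of freed AMC excited at 355 nm; 0% = enzyme without compound and 100% = no enzyme blank; many of its hits are not listed in these tables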
Target sequence (P03951 19-387 limits assumed): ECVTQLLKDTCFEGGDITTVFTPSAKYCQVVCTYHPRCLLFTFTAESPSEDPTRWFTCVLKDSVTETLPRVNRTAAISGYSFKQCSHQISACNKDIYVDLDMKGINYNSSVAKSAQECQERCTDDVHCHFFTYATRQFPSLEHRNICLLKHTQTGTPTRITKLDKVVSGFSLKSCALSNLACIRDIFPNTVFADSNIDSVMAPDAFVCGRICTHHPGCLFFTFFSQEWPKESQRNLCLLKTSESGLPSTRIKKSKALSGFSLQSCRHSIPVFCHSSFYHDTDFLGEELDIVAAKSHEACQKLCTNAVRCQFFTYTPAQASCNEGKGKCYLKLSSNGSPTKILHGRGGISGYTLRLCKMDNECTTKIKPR
Target sequence (P03951 388-625 limits assumed): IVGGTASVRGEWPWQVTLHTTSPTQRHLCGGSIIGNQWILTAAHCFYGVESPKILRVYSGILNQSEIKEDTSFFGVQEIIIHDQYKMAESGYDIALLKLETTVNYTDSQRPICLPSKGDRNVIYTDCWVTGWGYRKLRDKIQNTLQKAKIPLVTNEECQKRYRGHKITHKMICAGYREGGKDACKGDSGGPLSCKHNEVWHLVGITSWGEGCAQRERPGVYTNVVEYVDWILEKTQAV
KCC2 mod: KCC2 cotransporter modulators, thallium flux, primary screen, cell-based, HEK293 KCC2, FluoZin-2 fluorescence, MLSMR. KCC2 cells, thallium flux FluoZin-2 fluorescence. B-score of Tl+ flux slope (higher = more flux/activation; lower = inhibition) at 10 µM. Solute carrier family 12 member 5 (Homo sapiens), Q9H2X9. 190,000 compounds, 2.2% hits;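 active = thallium flux slope and its plate-corrected score both differing from the plate sample mean at a set confidence after two filtering rounds, in either direction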;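 note: slope of fluorescence scaled to starting intensity during 10 to 20 s after thallium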
Rad51 HR inh: human RAD51 strand exchange inhibitors, primary screen, biochemical, fluorescence | DNA repair protein RAD51 homolog 1 (Homo sapiens), Q06609 | hRad51 DNA strand exchange, fluorescence dequenching | inhibition, % at 10 µM | 200,000 compounds, 0.085% hits | AID 1385, 2008;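 active = inhibition above 40% at the single screening dose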;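 note: 0% = DMSO control wells and 100% = blanks with heterologous ssDNA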
Target sequence (Q06609 whole entry, looked up): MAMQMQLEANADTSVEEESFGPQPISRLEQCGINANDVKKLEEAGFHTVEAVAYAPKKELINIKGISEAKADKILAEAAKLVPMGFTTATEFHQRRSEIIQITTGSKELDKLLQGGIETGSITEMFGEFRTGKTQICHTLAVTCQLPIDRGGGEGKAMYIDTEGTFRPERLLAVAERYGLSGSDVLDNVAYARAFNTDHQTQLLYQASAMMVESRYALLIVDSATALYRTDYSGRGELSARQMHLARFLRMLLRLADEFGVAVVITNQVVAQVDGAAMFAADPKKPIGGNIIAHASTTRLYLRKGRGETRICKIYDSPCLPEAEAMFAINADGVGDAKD
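System: human Rad51 nucleoprotein filaments preassembled on unlabelled ssDNA. Reagent: labelled 47-mer dsDNA for strand exchange. Schedule: 30-min compound preincubation and 15-min exchange, both room temperature. Measured by: FRET fluorescence dequenching, excitation 485 nm, emission 520 nm. Read-out: Fluorescence-based percent inhibition, control- and blank-normalised. Benchmarks: plate controls and plate blanks.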
FXIIa inh 1536: human FXIIa protease inhibitors, primary screen, biochemical, 1536-well; Coagulation factor XII (Homo sapiens), P00748; purified FXIIa, Boc-QGR-AMC fluorogenic substrate, 2 h; inhibition, % at 5 µM; 220,000 compounds, 0.3% hits; in the data active = inhibition above about 40%;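 note: 0% = enzyme with no compound and 100% = blank without enzyme; many of its hits are not listed in these tables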
hK5 inh: human KLK5 protease inhibitors, primary screen, biochemical, 1536-well; recombinant hK5, fluorogenic AMC substrate cleavage; inhibition, % at 5 µM; 210,000 compounds, 0.59% hits; AID 873, 2007;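 active = inhibition of 40% or more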;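 note: 0% = enzyme controls without compound and 100% = no-enzyme blanks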
TNF necrop inh: inhibitors of TNF-alpha triggered necroptosis, primary screen, cell-based, Jurkat FADD-/-, single concentration. Jurkat FADD-/- TNF necroptosis rescue, ATP luminescence, 24 h; 0 = TNF only, 100 = no-TNF cells. activation (protection from cell death), % at 10 µM. 220,000 compounds, 0.068% hits;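 active = activation, meaning protection from cell death, of at least 50% relative to plate controls; inactive = activation below 50%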;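 note: necroptosis triggered by 40 ng/mL TNF-alpha added together with compound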
* = called active by the depositor; · = not tested or not shown.

#	smiles	thrombin 1536	zVAD death inh	Hck-Nef inh	FXIa inh 1536	KCC2 mod	Rad51 HR inh	FXIIa inh 1536	hK5 inh	TNF necrop inh
1	Cc1cccc2cc(CN(Cc3ccccc3)C(=O)c3cccc(F)c3)c(Cl)nc12	-6	0.2	0	-1	·	-7	3	-3	-0.2
2	CCN(C(=O)c1ccnn1C)c1ccccc1	2	0.2	2	6	0.9	·	10	-8	4.3
3	COc1cccc(OC)c1OCCCN1CCOCC1	0	-0.3	5	1	0.43	1	14	-2	-3.8
4	CCN(Cc1ccncc1)Cc1cn[nH]c1-c1ccc(OC)cc1F	-6	3.1	21	-1	-1.5	7	9	1	0.9
5	CC1(C)CC(=O)C2=C(C1)OC(N)=C(C#N)C21C(=O)N2CCCc3cccc1c32 (stereo not drawn)	-9	0.0	1	1	0.15	-1	1	4	0.0
6	COc1ccc(OC)c(S(=O)(=O)NCCOC23CC4CC(CC(C4)C2)C3)c1	-3	1.4	3	7	-0.0027	-4	9	-8	1.1
7	Cc1noc(C)c1C(=O)NC(C)c1ccc2c(c1)OCO2 (stereo not drawn)	-1	-0.9	-9	1	0.36	-3	-3	-21	0.2
8	COC(=O)N/N=C(\C)c1ccc(OC(F)F)cc1OC(F)F	-10	0.6	2	-8	0.0066	-2	3	-8	1.2
9	Cc1cc(Cl)ccc1-n1c(-c2cccnc2)n[nH]c1=S	-1	-0.4	-38	6	0.89	-14	3	0	-0.6
10	C=CCSc1nc2c(c(=O)[nH]c(=O)n2C)n1Cc1ccc(C)cc1	-3	0.1	-5	-2	-0.34	·	8	-3	-4.5
11	COc1ccc(N=Cc2ccc(-c3ccccc3)o2)cc1	-8	-0.1	25	-3	0.73	-1	11	1	0.0
12	CC(C)CCNC1=CC(=O)CC(c2ccccc2)C1 (stereo not drawn)	2	0.3	1	7	-0.57	11	18	-23	-1.1
13	COc1cccc(CC(NC(C)=O)C(=O)NC2CCN(S(=O)(=O)c3ccc(F)cc3)CC2)c1OC (stereo not drawn)	-6	2.6	22	-5	-0.32	1	6	-2	1.1
14	O=C(Cn1cc(C(=O)C(F)(F)F)c2ccccc21)NCc1ccco1	5	1.6	-40	-5	-1.1	6	3	-11	0.7
15	Cc1ccc(NC(=S)N2CCCC(c3nc4ccccc4[nH]3)C2)cc1 (stereo not drawn)	-1	6.5	-6	0	0.47	0	5	-11	4.4
16	Fc1cccc(Cn2ccc(-c3ccc4c(c3)OCO4)n2)c1	-7	0.2	1	3	-2.5	-15	11	-11	7.2
17	Cc1nnc(NC2=NCCC2)s1	0	-0.1	0	7	·	3	19	2	1.4
18	CCC(C(=O)NC1CCCC1)N(Cc1cccs1)C(=O)Cn1nnc(-c2ccc(OC)c(OC)c2)n1 (stereo not drawn)	1	-0.8	14	3	0.16	7	9	1	-1.2
19	CCOC(=O)N1CCN(Cc2nc(N)nc(Nc3ccc(C)cc3)n2)CC1	17	-0.2	-1	20	-0.55	-3	18	34	-2.3
20	O=C(NC(NC1CCS(=O)(=O)C1)C(Cl)(Cl)Cl)c1ccc(Br)cc1 (stereo not drawn)	2	-0.3	1	5	·	5	17	-3	0.0

As entered above:
`COc1ccc(N=Cc2ccc(-c3ccccc3)o2)cc1` – FXIa inh 1536: -3
`COc1cccc(CC(NC(C)=O)C(=O)NC2CCN(S(=O)(=O)c3ccc(F)cc3)CC2)c1OC` (stereo not drawn) – TNF necrop inh: 1.1

Following part:
#	smiles	thrombin 1536	zVAD death inh	Hck-Nef inh	FXIa inh 1536	KCC2 mod	Rad51 HR inh	FXIIa inh 1536	hK5 inh	TNF necrop inh
21	Cc1ccc(NC(=O)NC2CCCCC2)cc1S(=O)(=O)N1CCOCC1	-2	75*	-1	7	0.78	8	·	-1	1.8
22	Cc1nc2cc(CO)ccc2n1C	-3	-0.6	-17	-5	0.89	-8	11	0	-0.7
23	COc1ccc(C2CC(=O)c3cnc(NC(=O)c4ccccc4)nc3C2)cc1OC (stereo not drawn)	1	1.0	-4	3	0.88	-3	12	-7	-1.2
24	Cc1cc(C)n(CC(O)Cn2cnc3c2c(=O)n(C)c(=O)n3C)n1 (stereo not drawn)	-2	0.1	1	0	0.75	1	6	-17	-1.8
25	CCc1ccc(C(=O)CSc2nc(C)cc(=O)[nH]2)cc1	-10	3.5	11	-5	-0.46	-7	2	1	0.6
26	Cc1cc[n+](C2=C([O-])c3ccccc3C(=O)/C2=N\S(=O)(=O)c2cccs2)cc1C	-1	2.3	3	0	0.55	7	12	6	-9.5
27	COc1ccc(NC(=O)CSc2nnc(-c3cccs3)n2-c2ccccc2)cc1	-2	0.8	0	0	·	0	10	-22	1.8
28	COc1ccc(C)cc1NC(=O)CSc1nnc(-c2ccc(OC)c(OC)c2)n1N	1	-0.2	-1	-4	·	-6	-8	-1	0.4
29	Cc1ccc(Cn2c(=O)c3c(nc4n3CCN4Cc3ccco3)n(C)c2=O)cc1	-3	-0.5	-3	5	-0.81	1	-2	-28	0.5
30	COc1ccc(NC(=O)Cn2nnc(C(=O)Nc3ccccc3C)c2N)cc1	-2	5.2	26	-3	1.5	-2	6	0	1.2
31	O=S1(=O)N=C(N/N=C/c2ccco2)c2ccccc21	-4	0.1	-18	-5	1.5	1	2	-14	-0.3
32	O=C(O)c1ccc(N2CCCCS2(=O)=O)cc1	-13	0.7	18	-1	·	11	7	-1	-0.3
33	CCn1c(SCC(=O)Nc2ccc3c(c2)OCCO3)nnc1-c1ccccn1	0	-0.2	0	6	·	1	13	-9	-5.0
34	CCOP(=O)(OCC)C(Nc1cccc(C(F)(F)F)c1)c1ccc(C)cc1 (stereo not drawn)	-1	-0.1	2	9	-1.2	-4	9	-3	3.5
35	COc1cccc(N/N=C(\C#N)S(=O)(=O)C(C)(C)C)c1	-4	-0.6	15	0	-0.6	9	12	2	0.4
36	FC(F)(F)COc1nc(N/N=C/c2cccnc2)nc(N2CCCCC2c2ccccn2)n1 (stereo not drawn)	4	1.3	1	2	-0.16	·	12	·	0.2
37	COc1ccccc1N1CCN(C(=O)c2cnn3cccnc23)CC1	-10	0.2	0	-12	·	-7	-6	-20	-2.6
38	CC(C)=NNC1=NC(C)(C)Cc2ccccc21	-4	0.8	16	-3	0.49	7	4	0	2.6
39	CN(C(=O)COC(=O)c1n[nH]c2ccccc12)C1CCS(=O)(=O)C1 (stereo not drawn)	-9	-0.1	6	0	1.1	2	3	-4	0.3
40	Cn1c(NCCCO)nc2c(c1=O)C1(CCCCC1)Cc1ccccc1-2	1	0.5	2	-9	-0.11	20	-5	-8	-3.3
41	Cc1nc2ccccc2c(=O)n1NC(=O)/C=C/c1ccc(Br)cc1	-4	1.6	2	-2	-2.6	3	2	-22	1.8
42	CCCCCC1CCC(c2ccc(C(N)=O)cc2)CC1 (stereo not drawn)	-8	-0.2	1	-11	0.18	-3	-1	-14	-3.7
43	Cc1c(NC(=O)Nc2ccccc2Cl)sc(=S)n1C	3	-1.2	1	9	-0.0072	-2	16	-7	1.1
44	N#Cc1c(N2CCCCC2)nc(N2CCCCC2)c2c1CCN(Cc1ccccc1)C2	0	0.8	-3	-1	-0.53	·	7	-1	1.7
45	CC(C)(C)c1cc(NC(=O)CSc2nnc(NCc3ccccc3)s2)n(-c2ccccc2)n1	-13	1.2	1	-2	-1.2	2	9	-10	5.2
46	O=C(Cc1ccccc1)NCCc1cccc(Cl)c1	-1	0.0	-1	4	0.12	-2	6	-7	17
47	CC(C)CNC(=O)c1cccc(NC(=O)c2ccc(Cl)c([N+](=O)[O-])c2)c1	-7	-0.1	-2	-9	-2.3	6	-3	-14	-0.8
48	COc1ccc(CN(C)CC(=O)NC(C)c2ccccc2)cc1OC (stereo not drawn)	-3	1.0	20	1	-0.12	-8	9	5	1.2
49	COc1ccc(Cc2n[nH]c(=S)n2Cc2ccccc2)cc1Cl	-2	0.5	19	-1	-0.83	10	6	-5	-0.5
50	CNC(=O)NC(=O)COC(=O)CCCOc1ccc(OC)cc1	6	-0.3	-1	2	1	4	12	6	-1.6
51	CCOc1ccc(Nc2nc(N)nc(CSC(=S)N3CCN(c4ccccc4)CC3)n2)cc1	-15	0.0	21	-4	-0.022	·	1	-4	-2.4
52	CN(C)S(=O)(=O)c1ccc(C(=O)NCCOc2ccccc2)cc1	-5	0.4	6	-4	-0.67	-2	4	1	1.3
53	CCc1ccc(-c2nc(CS(=O)CC(=O)O)c(C)o2)cc1 (stereo not drawn)	0	-0.6	11	2	1.5	·	10	2	1.2
54	COc1cc(NC(=O)c2cccs2)ccc1NC(=O)c1ccccc1Cl	-9	66	18	2	-0.46	-12	10	7	3.8
55	COc1cc(OC)cc(C(=O)N(Cc2nc(-c3cccc(C)c3)no2)C(C)C)c1	1	0.3	13	4	·	7	1	-18	-2.5
56	Cc1cc2c(N=NC(=O)C3CC3c3ccccc3)c(O)[nH]c2cc1Br (stereo not drawn)	-10	1.1	3	3	0.94	3	8	-15	0.4

Assay outcomes deposited in PubChem BioAssay by several laboratories.

The list is partial; count on the stated rates, not on these rows.
